Assay outcomes (PubChem)
UPR CHOP act = activators of apoptotic arm of unfolded protein response (CHOP). CHO-CHOP luciferase reporter, UPR activation, luminescence; percent of tunicamycin response over DMSO baseline. activation, % at 10 µM. actives 0.34% (n = 330,000);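 active means at 10 µM dose, activation of 40% or more, normalized to positive control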;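 further: 100% = tunicamycin at 10 µg/mL and 0% = DMSO alone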
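assay system = CHO CHOP reporter cells | amount = 500 CHO-CHOP cells per well | buffer or medium = F12 with 10% FBS | incubation = 16-18 h cell attachment, then 6 h compound exposure, 37 °C | detection = luminescence read with Steady-Glo | read-out = percent activation relative to tunicamycin control | controls = tunicamycin high control, DMSO low control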
NALP3 yeast inh = NALP3 inhibition in yeast. Yeast reconstituted NLRP3/ASC/caspase-1, beta-gal luminescence, 24 h. inhibition, % at 10 µM. actives 0.39% (n = 330,000). AID 2825;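 active means inhibition of 50% or more; inactive means inhibition below 50%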;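 further: plate controls were induced DMSO wells for no effect and uninduced yeast grown without galactose for full effect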
TIM10 inh = inhibits growth of TIM10 yeast strain; inhibition, % at 10 µM; S. cerevisiae TIM10 strain growth, BacTiter-Glo luminescence, 24 h; actives 1.4% (n = 330,000);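 active means inhibition of 40% or more at the single tested concentration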;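 further: wild-type TIM10 isogenic control strain grown at permissive 25 °C; 0% = DMSO yeast wells and 100% = minimal medium wells without yeast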
tim23-1 inh = growth inhibitors of tim23-1 mutant yeast; S. cerevisiae tim23-1 growth, BacTiter-Glo luminescence, 24 h; inhibition, % at 20 µM; actives 1.3% (n = 330,000); AID 463212;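 active means growth inhibition of the mutant yeast at or above 50%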;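 further: temperature-sensitive mutant grown at 25 °C; plate controls were DMSO-treated mutant yeast for no effect and medium wells lacking yeast for full effect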
NR3A LBD binder = NR3A (human) ligand-binding domain modulation | actives 2.5% (n = 340,000) | Tm shift relative to glycine control, % at 25 µM | NR3A LBD differential scanning fluorimetry, Tm shift; 0% = protein alone, 100% = glycine-bound protein;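 active means melting temperature shift of at least 10% of the positive control shift, at one fixed dose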
tim10-1 inh = tim10-1 yeast growth inhibition | actives 2.2% (n = 330,000) | S. cerevisiae tim10-1 ts strain growth, BacTiter-Glo, 24 h | inhibition, % at 20 µM;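 active means inhibition of at least 40%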;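 further: mutant grown at 25 °C; 0% = DMSO wells with yeast and 100% = wells holding no yeast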
Mdm2 MdmX PPI = inhibitors of human Mdm2/MdmX interaction. O15151+Q00987. SaOS-2 split-luciferase Mdm2/MdmX complementation, luminescence. inhibition, % at 8 µM. actives 3% (n = 330,000). AID 485346;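 active means inhibition of at least 50% at 8 µM in the primary screen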
XBP1 UPR activ = activators of adaptive arm of unfolded protein response (XBP1) | CHO-XBP1 luciferase reporter, IRE1-XBP1 UPR activation, luminescence; percent of tunicamycin response, DMSO as zero | activation, % at 20 µM | actives 0.33% (n = 330,000) | AID 463104;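 active means versus positive control, 20 µM dose yields 30% or more activation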;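 further: 100% = tunicamycin at 10 µg/mL and 0% = DMSO only wells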
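Material – CHO cell line with stable XBP1 luciferase reporter · Buffer or medium – F12 plus 10% FBS · Compound – single point, 20 µM final compound, 1% DMSO · Schedule – 16-18 h cell attachment at 37 °C, then 6 h compound exposure · Signal – Steady-Glo luminescence read · Benchmarks – high control tunicamycin 10 µg/mL final, low control DMSO vehicle only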
APJ agonist = activates the human apelin receptor APJ | P35414 | CHO-K1 APJ PathHunter beta-arrestin, luminescence; 0% DMSO wells, 100% apelin | activation, % at 20 µM | actives 0.11% (n = 330,000);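 active means activation more than six SD over the plate average, tested at 20 µM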;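 further: 0% = DMSO alone and 100% = apelin-13 at 10 nM; some results filed as inactive read as strong as hits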
Target sequence (P35414 whole entry, looked up): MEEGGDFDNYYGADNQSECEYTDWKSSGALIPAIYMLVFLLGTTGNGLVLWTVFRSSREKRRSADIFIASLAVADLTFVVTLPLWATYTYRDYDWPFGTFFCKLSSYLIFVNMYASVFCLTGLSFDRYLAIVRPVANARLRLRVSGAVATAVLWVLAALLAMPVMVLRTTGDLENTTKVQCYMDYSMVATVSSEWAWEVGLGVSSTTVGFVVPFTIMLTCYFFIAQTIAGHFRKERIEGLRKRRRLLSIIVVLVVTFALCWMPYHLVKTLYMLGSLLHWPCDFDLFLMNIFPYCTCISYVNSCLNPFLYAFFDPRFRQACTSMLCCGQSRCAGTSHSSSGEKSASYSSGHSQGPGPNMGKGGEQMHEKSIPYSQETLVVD
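Test system: CHO-K1 APJ beta-arrestin complementation cell line. Amount: cell density 1000 per well. Controls: DMSO negative, 10 nM Apelin-13 positive. Signal: luminescent beta-gal fragment complementation, chemiluminescent substrate. Read-out basis: agonist-driven arrestin binding to APJ. Timing: compound stimulation 90 min at 25 °C, detection 60 min.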
An asterisk follows results filed as active; . = not tested or not shown; & = joins results of further samples.

SMILES	UPR CHOP act	NALP3 yeast inh	TIM10 inh	tim23-1 inh	NR3A LBD binder	tim10-1 inh	Mdm2 MdmX PPI	XBP1 UPR activ	APJ agonist
COc1ccccc1OCCOCCOc1ccccc1Cl	2.4	25	21	13	0	32	-20	-2	-3
COC(=O)CCC(=O)Nc1cccc2c(NC(=O)CCC(=O)OC)cccc12	1.8	11	-1	-4	-2	-29	24	-5	4
CCOc1ccc(NS(=O)(=O)c2cc(NC(=O)c3ccc(C)cc3)ccc2Cl)cc1	0.4	2	8	10	15*	9	57*	0	10
c1ccc(CSc2nnnn2-c2ccccc2)cc1	0.6	-72	26	35	-1	32	7	2	-3
COc1ccc(C)cc1NC(=O)c1nnn(Cc2cccc(C(F)(F)F)c2)c1N	-0.5	23	28	6	-3	19	13	1	1
COc1ccc(NC(=O)c2ccc3c(c2)S(=O)(=O)c2ccccc2C3=O)cc1	-0.1	-5	-2	3	-4	-15	14	8	20
CC(C)(C)n1nnnc1C(c1ccc(C#N)cc1)N1CCCC2(CCCCC2)C1 (stereo not drawn)	4.2	13	31	36	5	32	-12	1	8
CCOc1ccc(N(C)S(=O)(=O)c2cc(-c3cc(C)no3)ccc2CC)cc1	3.6	9	5	24	0	5	42	-1	-2
Cc1ccc(S(=O)(=O)N2[C@@H](c3ccccc3)C(C(=O)O)=CC[C@H]2c2ccc3c(c2)OCO3)cc1	-0.3	10	7	7	3	15	3	-1	6
CCOc1ccccc1CNC(=O)Cn1c(=O)oc2ccccc21	1.7	18	13	15	-1	13	-11	1	1
O=C1[C@@H]2Cc3c([nH]c4ccccc34)C(c3ccccc3)N2C(=O)CN1C1CC1 (stereo partly drawn)	1.1	6	-11	13	.	23	16	-3	-1
O=C(N/N=C/c1ccco1)c1ccc2nc[nH]c2c1	1.2	1	13	10	1	-8	-5	2	1
CCOc1ccc(CCNS(=O)(=O)c2cccc3nsnc23)cc1OCC	2.6	11	8	12	-3	4	2	0	1
CCN1C(=O)/C(=C2\C=Cc3ccccc3N2CC)OC1=S	1.4	24	12	17	0	8	0	3	-5
CC(C)(CNC(=O)CNC(=O)C1CCCCC1)N1CCOCC1	1.6	8	-1	-3	-1	-10	-15	2	-2
CC(=O)Nc1ccc(S(=O)(=O)N2CCN(c3nc(C)cc(C)n3)CC2)cc1	-1.8	11	18	21	2	6	11	-6	5
Cc1ccc(NC(=O)CN2C(=O)NC(C)(CCc3ccccc3)C2=O)cc1 (stereo not drawn)	1.0	-12	-24	8	-1	10	0	-1	0
O=C(NC12CC3CC(CC(C3)C1)C2)c1ccc(S(=O)(=O)N2CCOCC2)cc1	-1.5	18	-22	-10	-2	-15	15	0	1
c1ccc(CC2CCN(c3nnnn3-c3ccccc3)CC2)cc1	-1.6	9	9	35	-2	17	17	-5	1
CCOc1ccc(NC(=O)CN(C)C(=O)c2nc3nc(C)cc(C)n3n2)cc1OCC	1.1	-11	11	-5	-2	-4	-11	-2	0

Three compounds from above, showing only Mdm2 MdmX PPI and XBP1 UPR activ.
| mol | Mdm2 MdmX PPI | XBP1 UPR activ |
| --- | --- | --- |
| COc1ccc(C)cc1NC(=O)c1nnn(Cc2cccc(C(F)(F)F)c2)c1N | 13 | 1 |
| COc1ccc(NC(=O)c2ccc3c(c2)S(=O)(=O)c2ccccc2C3=O)cc1 | 14 | 8 |
| CC(C)(C)n1nnnc1C(c1ccc(C#N)cc1)N1CCCC2(CCCCC2)C1 (stereo not drawn) | -12 | 1 |

New compounds follow.
SMILES	UPR CHOP act	NALP3 yeast inh	TIM10 inh	tim23-1 inh	NR3A LBD binder	tim10-1 inh	Mdm2 MdmX PPI	XBP1 UPR activ	APJ agonist
Oc1cccc(C(Nc2nccs2)c2ccc3cccnc3c2O)c1 (stereo not drawn)	-1.1	20	10	9	-24	31	77*	0	3
CCOc1cc(CN2CCSCC2)ccc1O	-1.4	19	-10	14	1	0	7	0	-2
Cc1ccc(NC(=O)CN(C)C(=O)C(C)N2CCN(Cc3ccccc3C)CC2)cc1 (stereo not drawn)	1.6	26	-1	2	-1	-12	-2	-1	-2
CC(=O)c1cccc(NC(=O)C2CCN(S(=O)(=O)c3cccs3)CC2)c1	11	20	7	7	0	19	2	1	-2
CCCSC1=C(C#N)C(c2ccc(OC)cc2)C2=C(CC(C)(C)CC2=O)N1 (stereo not drawn)	1.5	6	4	10	-5	13	-31	-2	5
CN(C(=O)COC(=O)Cn1c(C(F)(F)F)nc2ccccc21)c1c(N)n(Cc2ccccc2)c(=O)[nH]c1=O	-0.1	4	3	-9	0	-7	9	-3	-7
O=C(O)c1cc(NCc2ccccc2)ccc1N1CCOCC1	1.7	5	2	10	-2	-7	7	-7	-1
Cc1cccc(C)c1NC(=O)C(c1ccccc1)N1CCC2(CC1)OCCO2 (stereo not drawn)	0.7	2	-1	23	5	18	-25	0	5
CN(CC(=O)NCCN1CCOCC1)S(=O)(=O)c1ccc(Cl)cc1	0.7	9	-10	7	4	-4	-1	-1	-1
Cc1ccc(C)c(/C(O)=C2\C(=O)C(=O)N(CCCn3ccnc3)C2c2cccnc2)c1 (stereo not drawn)	-1.5	7	-4	-40	0	-9	1	-1	-2
COC(=O)N1C(=O)[C@@](CC(C)C)(c2ccccc2)N1C(=O)OC	1.0	4	-5	-10	.	24	51*	-2	-4
CCOc1ccc(-c2ncncc2-c2ccc(OC)c(OC)c2)c(O)c1	-2.9	24	5	19	1	23	13	0	-3
COc1ccc(C(=O)NCC(=O)OCC(=O)N2CCN(S(=O)(=O)c3ccccc3)CC2)cc1	-0.2	5	-11	0	0	-9	-11	1	0
O=C(O)C(NC(=O)c1ccccc1)=C(Cl)Cl	-1.4	4	1	7	3	12	17	-1	0
O=C(CCC(=O)Nc1ccccc1)N/N=C/c1cccnc1	1.8	6	-3	-18	-3	-12	-13	-5	-2
CC(C)C[C@H](NC(=O)OC(C)(C)C)c1n[nH]c(=S)n1N	2.2	-4	12	9	-1	26	-3	-4	1
O=C(NN=C1c2ccccc2-c2ccccc21)c1ccccc1	-2.3	-3	34	50*	1	19	17	-3	-6
COc1cc(NC(=O)Cc2ccccc2)c(C(=O)O)cc1OC	0.0	16	-4	0	2	-5	9	-4	-4
Cc1ccc(CN2CCN(CC(=O)NCc3ccc(Cl)cc3)C2=O)cc1	-2.2	8	-5	9	-3	26	5	-2	1
COc1ccc(OC)c(C2CC(=O)C3=C(C2)NC(=O)CC3c2ccc(O)c(OC)c2)c1 (stereo not drawn)	1.7	7	1	4	0	-5	3	0	1
COc1ccc(C(=O)NC(Nc2ccc(C)cc2)C(Cl)(Cl)Cl)cc1 (stereo not drawn)	1.5	21	37	37	-11	27	48	-1	5
CC12COC3(P(=O)(c4ccccc4)c4ccccc4)CC1CCC23CP(=O)(c1ccccc1)c1ccccc1 (stereo not drawn)	-0.8	-6	26	22	-27	19	-42	6	-2
Cn1c(=O)c2c(SCC(=O)N3CCCc4ccccc43)nc(CC(C)(C)C)nc2n(C)c1=O	4.3	20	-10	19	-1	11	69*	-2	3
O=C(COC(=O)c1cc(-c2ccccn2)nc2ccccc12)Nc1ncc(C(F)(F)F)cc1Cl	0.9	5	-38	-19	-1	-41	-21	1	3
COc1ccc(CN(C)CCc2ccccn2)cc1OC	-1.0	9	-6	0	1	11	8	-4	-3
CC(C)(C)C(=O)N1N=C(c2cccc(NS(C)(=O)=O)c2)CC1c1cccs1 (stereo not drawn)	-1.4	-2	20	-2	1	20	4	-2	-3
CNc1cc([N+](=O)[O-])ccc1N/C=C/C(=O)c1ccc2c(c1)OCO2	-0.3	22	-16	-16	13*	23	35	1	0
COc1ccc(C(=O)Nc2cc(OC)c(Cl)cc2Cl)cc1	3.4	9	16	-1	5	5	-7	0	-2
O=C(O)c1cnc(-c2ccccc2)nc1Sc1ccc(Cl)cc1	1.7	26	0	19	-11	31	-1	2	3
C/C=C\C(=O)Nc1cccc(C2=NOC3(C2)C[C@@H](C(N)=O)N(C(=O)CCCCC)C3)c1 (stereo partly drawn)	0.5	15	-8	17	1	1	5	-1	2
Cc1nnc(SCc2cc(=O)oc3cc(O)ccc23)n1Cc1ccccc1	0.9	16	-6	4	0	5	3	1	3
COc1ccc(C(C(=O)NCC2CCCO2)N(C(=O)CNC(=O)c2cccs2)c2ccccc2)cc1OC (stereo not drawn)	-2.6	5	14	12	0	19	-1	-4	-2
COC(=O)c1c(NC(=O)CN2CCC(C(N)=O)CC2)c2c(C)cccc2n1C	1.9	10	-7	-1	-3	-19	0	0	-4
COc1cc(C(=O)NCC2CCCCC2)cc(OC)c1OC	0.2	-4	-16	6	1	3	15	1	-1
c1ccc(-c2nc3ccccc3s2)nc1	2.7&-0.3	5&4	6&6	15&1	0&-4	-11&-10	-157&-106	-1&-6	-1&-5
C[C@H](CO)N1C[C@H](C)[C@@H](CN(C)C(=O)Nc2ccc3c(c2)OCO3)Oc2ccc(NS(=O)(=O)c3ccc(F)cc3)cc2C1=O	1.6	1	4	-6	0	-7	22	-4	-3
CC(C)[C@@H](C(=O)N1CCCC1)N1C(=O)N2CCc3c([nH]c4ccccc34)[C@@]2(C)C1=O	-0.6	8	8	20	1	27	-11	0	7
O=C(Nc1ccc2c(c1)OCO2)c1ccc2c(c1)OCO2	-1.4	20	6	13	-8	12	-69	-2	4
Cc1nn(CC(=O)N2N=C(C(F)F)CC2(O)C(F)F)c(C)c1[N+](=O)[O-] (stereo not drawn)	0.0	3	5	2	0	7	-4	1	-1
O=C1NC2(CCCC2)C(=O)N1CCS(=O)(=O)Oc1ccccc1	-0.3	7	-1	-3	0	15	40	-2	-4
O=C(N[C@@H](c1ccccc1)[C@@H]1C[C@H]1C(=O)NCc1ccccn1)OCc1ccccc1	0.5	4	13	16	-1	13	18	5	1
C=CCSC1=Nc2sccc2C2=NC(=O)CN12	-0.6	12	8	11	7	8	-6	-3	-3
CCC(C)Sc1nnc(NC(=O)C2CCN(C(=O)c3ccco3)CC2)s1 (stereo not drawn)	-2.6	1	15	2	1	-3	7	-7	-3
O=c1c2ccccc2[nH]c(=S)n1CCN1CCCC1	-1.3	8	4	1	0	10	0	-3	-1
Cc1ccc(NC(=O)CCC(=O)c2cccs2)cc1	3.2	19	-6	-5	0	-6	-16	3	-1
Cc1cccc(OCCSc2nc3ncnc(N)c3[nH]2)c1	1.5	3	14	-6	1	-4	12	-3	-3
CN(Cc1nc2ccccc2c(=O)[nH]1)C(=O)COc1ccccc1Cc1ccccc1	0.3	-2	3	26	-2	0	-1	0	-4
Cc1ccc(C2(c3noc(CN(C)Cc4ccccn4)n3)CCCC2)cc1	0.6	17	25	37	1	23	11	0	-1
